Compound activity from PubChem BioAssay.
Anthrax LF inh2 = blocks Bacillus anthracis lethal factor protease; multiplex microsphere protease cleavage assay, LF; inhibition, % at 10 µM; 360,000 compounds, 0.12% hits; AID 588501; also: plate controls were buffer without enzyme for full effect and enzyme alone for no effect
Target sequence (P15917 whole entry, looked up): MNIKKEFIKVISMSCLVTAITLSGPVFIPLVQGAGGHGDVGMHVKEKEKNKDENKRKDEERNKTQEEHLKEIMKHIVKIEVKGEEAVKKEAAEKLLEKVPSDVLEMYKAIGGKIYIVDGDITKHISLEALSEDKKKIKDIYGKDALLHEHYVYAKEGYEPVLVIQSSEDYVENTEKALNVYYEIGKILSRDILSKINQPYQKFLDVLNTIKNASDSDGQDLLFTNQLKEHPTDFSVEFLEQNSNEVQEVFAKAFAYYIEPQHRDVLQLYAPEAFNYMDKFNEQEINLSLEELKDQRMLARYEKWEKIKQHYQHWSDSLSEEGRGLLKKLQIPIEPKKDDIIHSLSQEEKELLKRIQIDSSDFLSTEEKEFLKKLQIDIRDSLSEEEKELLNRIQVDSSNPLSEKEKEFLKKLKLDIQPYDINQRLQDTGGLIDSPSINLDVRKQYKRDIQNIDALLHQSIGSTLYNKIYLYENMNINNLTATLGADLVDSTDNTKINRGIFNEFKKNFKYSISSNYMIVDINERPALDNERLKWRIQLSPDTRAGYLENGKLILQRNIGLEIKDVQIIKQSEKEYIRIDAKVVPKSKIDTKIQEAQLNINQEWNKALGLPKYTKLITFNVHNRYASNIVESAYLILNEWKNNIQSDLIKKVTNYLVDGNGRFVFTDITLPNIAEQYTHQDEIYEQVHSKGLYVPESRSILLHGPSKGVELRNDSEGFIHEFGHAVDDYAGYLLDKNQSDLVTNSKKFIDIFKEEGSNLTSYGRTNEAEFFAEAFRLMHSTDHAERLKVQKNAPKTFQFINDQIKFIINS
CCHFV vOTU inh = blocks the CCHF virus ovarian tumor domain protease; CCHFV vOTU protease, Pep-AMC fluorescence; inhibition, % at 11.5 µM; 370,000 compounds, 0.55% hits; in the data active = inhibition above about 30%; also: 0% = vehicle wells with enzyme and 100% = no enzyme wells
PfHsp40 rescue = compounds rescuing yeast from Plasmodium falciparum HSP40 toxicity; 340,000 compounds, 0.68% hits; growth rescue, % at 12.5 µM; S. cerevisiae expressing PfHsp40, growth rescue, ATP luminescence; AID 504582; in the data active = growth rescue above about 28%, passing the limit was not always enough; inconclusive = no clear call, values can overlap the other calls;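 also: yeast W303a lacking pdr1 and pdr3 grown in galactose medium; growth measured after three days at 30 °C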
PrPC TRFRET = inhibitors of human cell surface prion protein PrPC. P04156. inhibition, % at 13.8 µM. TR-FRET read-out. 370,000 compounds, 0.43% hits; in the data active = inhibition above about 24%; also: 0% = median of the test wells and 100% = reference compound wells
Yp Topo-I inh = Y. pestis Topo-I inhibition via cleavage products; Y. pestis Topo-I cleavage product accumulation, plate reader; activity, % at 10 µM; 360,000 compounds, 0.064% hits; AID 504884; in the data active = activity above about 50%, passing the limit was not always enough; inconclusive = no clear call, values can overlap the other calls; also: inactives centre near 2
BoNT-F LC inh = BoNT F light chain protease inhibition | 360,000 compounds, 0.22% hits | inhibition, % at 10 µM | Multiplex microsphere protease cleavage assay, flow cytometry; in the data active = inhibition above about 35%, passing the limit was not always enough; inconclusive = no clear call, values can overlap the other calls; also: plate controls were buffer without enzyme for full effect and enzyme alone for no effect
BoNT-A LC inh2 = inhibitors of Botulinum neurotoxin A light chain protease; 360,000 compounds, 0.17% hits; multiplex microsphere protease substrate cleavage, flow cytometry; inhibition, % at 10 µM; also: plate controls were buffer without enzyme for full effect and enzyme alone for no effect
FadD28 FP inh = M. tuberculosis FadD28 bisubstrate binding inhibition; FadD28 bisubstrate probe binding, fluorescence polarization; inhibition, % at 12.5 µM; 360,000 compounds, 0.22% hits; in the data active = inhibition above about 8.5%, passing the limit was not always enough; inconclusive = no clear call, values can overlap the other calls
TcdB inh = blocks C. difficile toxin B glycohydrolase activity. P18177. TcdB glycohydrolase enzymatic assay, plate reader. inhibition, % at 9.99 µM. 350,000 compounds, 0.24% hits. AID 652162; in the data active = inhibition above about 10%
* marks the source's active call; other numbers are inactive results; u = inconclusive; x = no result given. Rule as the data show it, unless noted: active = inhibition above about 30%; inconclusive = no clear call, values can overlap the other calls; inactive = below that.

SMILES | Anthrax LF inh2 | CCHFV vOTU inh | PfHsp40 rescue | PrPC TRFRET | Yp Topo-I inh | BoNT-F LC inh | BoNT-A LC inh2 | FadD28 FP inh | TcdB inh
CC1=CSC2=NC(=O)/C(=C/c3cccc(OC(=O)c4ccco4)c3)C(=N)N12 | -1.9 | 23.9 | 1.1 | 8.6 | 9.8 | 0.5 | 0.1 | -1.4 | x
CN(CC(=O)Nc1ccc(N2CCOCC2)cc1)C(=O)CCNC(=O)c1ccc(Br)cc1 | -3.5 | -0.1 | -1.9 | 4.3 | 3.6 | 3.0 | -2.2 | -1.5 | -0.7
Cc1ccc(SCc2cc(=O)n3[nH]cnc3n2)cc1 | -2.5 | 14.6 | -0.4 | 2.1 | -4.9 | 6.3 | 0.0 | -2.9 | x
O=[n+]1cc(-c2ccc(F)cc2)n([O-])c2c1CCC2 | 0.0 | 7.3 | 1.5 | -10.7 | 10.5 | 9.1 | -0.3 | -0.3 | x
CCN1CCN(c2ccc(NC(=O)c3ccc4c(c3)OCO4)cc2)CC1 | -7.5 | -4.2 | 0.2 | -7.6 | -3.4 | -9.1 | -0.7 | -0.6 | x
CCC1=C(OC(=O)N(CC)CC)N2C(=O)OC(=NCCc3c[nH]c4ccccc34)[C@]2(C)[C@H]2C1=CC[C@H]1C(=O)NC(=O)[C@H]12 | 0.8 | 9.5 | -1.0 | -1.7 | 6.7 | 4.9 | -0.3 | -0.1 | 0.9
NC(=O)c1nnn(-c2nonc2N)c1-c1ccc([N+](=O)[O-])cc1 | -4.1 | 5.9 | 1.8 | -22.7 | 3.7 | 0.0 | -0.7 | -2.2 | 1.0
CCOC(=O)C1C(=O)CC(C)(O)C(C(=O)OCC)C1c1ccc(OCC)cc1 (stereo not given) | 2.2 | -0.5 | 0.4 | 3.5 | 0.3 | 7.8 | 1.5 | 0.2 | x
COC1=CC(=O)C(OC)=C(OC)C1=O | 15.2 | 1.7 | 0.6 | -4.2 | -0.8 | -20.4 | -0.7 | 0.9 | 0.8
CCn1c(-c2ccc(-c3ccccc3)cc2)c[nH]c1=S | -4.6 | 2.2 | -0.3 | 6.5 | 9.1 | 7.4 | -0.1 | -4.9 | x
CCc1ccc(NC(=O)c2cc(-c3ccc(F)cc3)on2)cc1 | 5.6 | -0.8 | 0.4 | 4.6 | 1.6 | -0.2 | 0.6 | -0.3 | 0.5
CCOc1ccccc1C(=O)NCC(=O)NCC(c1ccc(OC)cc1)N1CCOCC1 (stereo not given) | -7.1 | -5.3 | 2.3 | -8.1 | -5.7 | -3.5 | 0.3 | -2.6 | 0.2
CN1CCC2(CC1)NC(=O)NC2=O | 5.3 | 10.1 | -0.4 | -1.1 | 3.5 | u | 1.3 | -4.6 | x
O=C1/C(=C/c2ccco2)Cc2ccccc21 | -1.8 | -7.0 | -0.5 | -3.8 | 3.1 | -12.2 | -0.4 | 0.1 | -1.1
CCN(C(C)=O)c1nnc(CSc2nc3ccccc3s2)s1 | -4.8 | 12.0 | -2.0 | 18.4 | 1.0 | -2.9 | -0.1 | -1.5 | x
COc1cc2c(c(OC)c1OC)-c1ccc(C(=O)O)cc1[C@@H](NC(C)=O)CC2 | 1.8 | -7.0 | -0.9 | -2.2 | -10.0 | -0.2 | 0.0 | -5.2 | x
CSCCC(NC(C)=O)C(=O)OCC(=O)N(c1ccccc1)c1ccccc1 (stereo not given) | 3.9 | 1.5 | 1.4 | -2.8 | 2.8 | 4.2 | -0.6 | -2.8 | x
Oc1ccc(N2Cc3ccccc3C2)cc1 | -3.0 | x | x | x | -9.6 | -39.0 | 5.2 | 1.8 | x
CCc1ccc(C(=O)OCC(=O)Nc2cccc(S(=O)(=O)NC3=NCCCCC3)c2)cc1 | -0.3 | -1.9 | 0.7 | -0.2 | 32.6 | 1.4 | 0.3 | -4.1 | x
COc1ccc(CC(=O)Nc2nn(C)c3nc4c(C)cccc4cc23)cc1 | x | -10.4 | x | 1.0 | -1.6 | x | x | -2.5 | 0.1
CC(C)Oc1ccc(CN2CCC2(C)C(=O)Nc2ccc3c(c2)OCO3)cc1 (stereo not given) | -2.6 | 34.2* | x | 7.7 | 10.3 | -8.7 | -0.7 | -3.4 | -5.1
CCn1c(=O)n(CC)c2cc(N3CCCC3)c(NC(=O)c3ccccc3F)cc21 | 1.0 | 12.8 | -1.2 | -2.9 | 15.1 | -5.7 | -0.5 | 0.1 | 0.3
CC1CC(C)(C)CC2(C1)NC(=O)N(CC(=O)Nc1cc([N+](=O)[O-])ccc1F)C2=O (stereo not given) | 0.5 | 18.1 | 1.3 | -15.8 | -17.1 | -2.2 | -0.6 | -6.7 | 0.2
O=C(CCC(=O)N1CCOc2ccc(Cl)cc21)NCCCN1CCC(Cc2ccccc2)CC1 | -4.9 | 6.0 | -1.2 | -11.2 | 6.0 | -8.8 | -0.4 | -3.3 | 1.8
COc1ccc(C(=O)NCC(=O)NCC2COc3ccccc3O2)cc1 (stereo not given) | -2.7 | 1.1 | -0.7 | -9.8 | -7.3 | -7.0 | 0.7 | -1.3 | x
CN1CN(c2ccccc2)C2(CCN(CCCSc3ccccc3NC(=O)/C=C/c3ccccc3)CC2)C1=O | -5.6 | 19.8 | 0.7 | 4.8 | 11.6 | -20.8 | -0.4 | -4.4 | -2.4
CCOC(=O)CC1COc2ccccc2N1C(=O)c1cccc([N+](=O)[O-])c1 (stereo not given) | -11.6 | 15.9 | -0.9 | -9.7 | 11.8 | -5.1 | -0.3 | x | 0.1
CC(=O)N1N=C(c2ccc(C)cc2)CC1c1ccco1 (stereo not given) | -1.6 | 25.6 | -1.0 | 9.0 | -9.0 | -13.1 | -1.9 | 1.1 | 1.2
COc1ccc(NC(=O)CNS(=O)(=O)c2ccc(Cl)cc2)cc1 | -6.0 | -2.7 | -0.6 | -3.2 | 4.3 | -22.0 | -1.8 | 0.6 | x
Cc1[nH]c(=O)[nH]c(=O)c1N1CCOCC1 | 0.2 | 4.2 | 0.1 | -4.3 | -0.8 | 0.4 | -1.1 | -0.9 | 1.6
Cc1ccc(NC(=O)NNC(=O)c2ccc3c(c2)NC(=O)C(C)(C)O3)cc1 | -1.4 | 3.8 | 0.0 | 0.3 | 0.1 | 1.5 | 0.3 | -1.8 | 0.6
Cn1c(SC2=CS(=O)(=O)c3ccccc32)nc2ccccc21 | -1.0 | 1.4 | -1.4 | -3.5 | -8.6 | -4.3 | 0.9 | -0.9 | x
CNc1ccc(Oc2nc([N+](=O)[O-])nn2C)cc1 | -1.1 | 0.0 | -0.3 | -20.5 | 0.0 | -9.8 | 0.1 | 0.8 | -0.1
CCc1ccc(NC(=O)NCCN2CCN(c3ccc(OC)cc3)CC2)cc1 | 0.5 | 6.7 | 0.4 | 3.8 | -6.8 | -7.7 | -5.5 | 0.0 | -12.1
CC[N+](C)(CC)CCC/C(=N/O)C(O)(c1ccccc1)c1ccccc1 | u | -0.7 | x | 3.8 | -1.2 | -6.4 | -2.0 | -2.1 | 1.2
COc1ccc2c(c1)OC[C@H]1[C@H]2N2C(=O)c3ccc(F)cc3NC(=O)[C@@]2(C)[C@H]1c1ccccc1 | 5.1 | 2.5 | 3.1 | 6.8 | 0.3 | 4.0 | 0.6 | -9.4 | 0.4
CNc1cc(-c2cccc(N(C)C)c2)ncn1 | -3.6 | 2.5 | x | -0.1 | 0.9 | -4.6 | 0.0 | -0.1 | 0.7
CC(C)(C)N1C(=O)[C@H]2[C@@H](c3ccc(Br)cc3)N3C(=O)N(c4cccc(F)c4)C(=O)[C@@]3(C)[C@H]2C1=O | -0.4 | 0.5 | 1.9 | -6.1 | -6.9 | -5.4 | -0.1 | -0.7 | 0.8
Cc1ccc(-c2ccc(SCC(=O)NC3CCCCC3)nn2)cc1 | -0.4 | 13.1 | -0.5 | 0.3 | 9.3 | -13.2 | -2.4 | -1.8 | -0.2
Cc1ccc(NC(=O)CS(=O)CC(=O)N(c2ccc(C)cc2)C(C)C(=O)NC2CCCCC2)cc1 (stereo not given) | 1.2 | -2.9 | -0.3 | 4.5 | 10.7 | 23.9 | 2.1 | -2.3 | x
Cc1nc2ccccn2c1C(=O)N/N=C/c1ccccc1[N+](=O)[O-] | -2.3 | -2.5 | 0.0 | -14.6 | 6.0 | 6.5 | 0.5 | -0.3 | 0.2
CCC(C)Nc1nc2c(C)cccn2c(=O)c1C=Nc1ccc(OC)cc1 (stereo not given) | -4.4 | 3.0 | 9.4 | 5.2 | 1.2 | 0.8 | -0.8 | -2.4 | 1.6
Oc1[nH]c2ccccc2c1N=Nc1c(F)c(F)c(Cl)c(F)c1F | -0.6 | -13.8 | 4.3 | 6.6 | -1.3 | -5.7 | 0.3 | -0.2 | -3.5
CCN(CC)S(=O)(=O)c1cc(NC(=O)NCCCl)ccc1C | -2.1 | 8.6 | -0.9 | -1.0 | -5.6 | -1.7 | -1.4 | -0.1 | 1.2
O=C(c1cccs1)N1CCc2c([nH]c3ccccc23)C1c1ccccn1 (stereo not given) | -2.2 | -2.7 | 1.5 | -0.6 | 3.9 | 4.4 | 0.0 | -1.5 | 1.6
Cc1nc2ccc(NC(=S)NC(C)C)cc2nc1C | 0.8 | -15.1 | -0.7 | -2.3 | -6.6 | 3.1 | 2.9 | -4.2 | x
CC(=O)CSc1nnc2c3ccccc3nc(C(C)(C)C)n12 | -1.7 | -6.1 | 8.9 | -7.8 | 12.8 | 0.2 | 0.3 | -2.0 | 0.4
O=C(NCc1ccco1)c1ccc(CS(=O)(=O)Cc2ccc(Cl)cc2)o1 | -0.8 | -15.5 | -1.2 | -6.6 | -2.3 | -13.7 | 0.3 | 1.0 | 3.5
O=C(CCN1CCOCC1)NNC(=O)Nc1cccc([N+](=O)[O-])c1 | -0.4 | 3.3 | -0.9 | -16.4 | 7.3 | -12.6 | 0.3 | -0.6 | -0.7
CCOC(=O)c1ccc(N2CCCCC2)c(NS(=O)(=O)c2cccc(C(F)(F)F)c2)c1 | -11.2 | 9.5 | 0.5 | 12.8 | 20.5 | u | 0.2 | -4.4 | 0.5
O=C(COC(=O)c1cccc(Br)c1)Nc1cccc2c1C(=O)c1ccccc1C2=O | 2.4 | 5.3 | -2.5 | -9.9 | -6.9 | 1.7 | 2.4 | -2.5 | x
O=C(Nc1cccc(OC(=O)N2CCCCC2)c1)N1CCOCC1 | 4.5 | -8.4 | 0.4 | 4.2 | 6.7 | -3.5 | -2.4 | -2.1 | 4.8
CC(CCCC(C)(C)O)NCCO (stereo not given) | 1.7 | -13.9 | -0.1 | 0.6 | 0.6 | -4.0 | -0.7 | -3.5 | x
CC(C)CC(=O)N1CCC(N2CCN(c3ccccc3)CC2)CC1 | -0.8 | 2.3 | 0.0 | -2.7 | -4.4 | -10.3 | -0.3 | -0.7 | x
O=C(O)CCn1c(O)c(C=C2N=c3ccccc3=N2)sc1=S | 1.3 | 16.3 | 0.4 | -6.6 | 5.4 | -7.4 | -0.4 | 3.1 | 0.8
Cc1ccc(CCNC(=O)c2cc(S(=O)(=O)N3CCOCC3)cn2C)cc1 | -4.1 | 1.0 | 0.3 | 1.9 | 4.3 | 3.2 | -0.3 | -1.0 | 1.9
O=C(NC(=S)Nc1ccc2[nH]c(=O)[nH]c2c1)c1ccccc1F | -1.8 | 15.9 | -0.2 | 3.2 | 7.5 | 2.0 | 0.0 | -1.8 | -4.1
CC(C)N=C(NS(=O)(=O)c1cccs1)c1ccccc1 | -3.9 | -6.7 | -0.5 | -3.3 | 1.7 | -9.0 | -0.5 | -1.6 | 1.0

2 neighbouring entries out of the list so far, quoted:
SMILES | Anthrax LF inh2 | CCHFV vOTU inh | PfHsp40 rescue | PrPC TRFRET | Yp Topo-I inh | BoNT-F LC inh | BoNT-A LC inh2 | FadD28 FP inh | TcdB inh
CSCCC(NC(C)=O)C(=O)OCC(=O)N(c1ccccc1)c1ccccc1 (stereo not given) | 3.9 | 1.5 | 1.4 | -2.8 | 2.8 | 4.2 | -0.6 | -2.8 | x
Oc1ccc(N2Cc3ccccc3C2)cc1 | -3.0 | x | x | x | -9.6 | -39.0 | 5.2 | 1.8 | x

The order is random. About 2.3% of those tested had a hit in this group.
